# MC4R ag barr – activates human MC4R beta-arrestin recruitment | P32245 | U2OS MC4R beta-arrestin complementation, luminescence; percent of melanotan II response, DMSO zero | activation, % at 8.9 µM | 360,000 compounds, 0.98% hits | AID 540308;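 active means activation above a per-plate cutoff, the mean activation of sample wells on that plate plus 3 SD, cut at about 8% in these data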
# Target sequence (P32245 whole entry, looked up): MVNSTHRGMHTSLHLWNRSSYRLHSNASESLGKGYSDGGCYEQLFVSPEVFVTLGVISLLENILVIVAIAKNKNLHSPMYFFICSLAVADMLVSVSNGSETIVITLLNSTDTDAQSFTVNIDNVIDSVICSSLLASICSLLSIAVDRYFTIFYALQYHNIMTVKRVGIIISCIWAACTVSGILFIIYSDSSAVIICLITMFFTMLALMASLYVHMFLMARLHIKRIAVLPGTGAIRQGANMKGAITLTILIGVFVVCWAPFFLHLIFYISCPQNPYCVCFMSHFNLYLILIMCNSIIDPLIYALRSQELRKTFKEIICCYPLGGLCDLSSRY
# TLR9-MyD88 block – TLR9-MyD88 interaction inhibition; CHO BLA complementation TLR9-MyD88, CCF4 FRET ratio; inhibition, % at 4.98 µM; 340,000 compounds, 0.21% hits; Q9NR96+Q99836;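 active means inhibition above the mean over all tested compounds plus 3 SD, cut at about 21% in these data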;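 further: 0% = DMSO only wells and 100% = clavulanate BLA inhibitor control wells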
# N-glyco inh – blocks N-linked glycosylation in D54 reporter cells; reporter increase, % at 12.5 µM; 360,000 compounds, 0.23% hits; D54 ERlucT glycosylation luciferase reporter, 24 h; percent of 100 nM tunicamycin response;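 active means mean luciferase reporter signal, scaled so untreated is 0 and the glycosylation-blocking control 100, at or above a set limit in every replicate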;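 further: luciferase carries N-glycosylation sites so blocking glycosylation raises the light; 0% = median of neutral control wells and 100% = median of 100 nM tunicamycin wells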
# m5-HT2A agonist – mouse HTR2A agonism via beta-arrestin recruitment | AID 624169 | CHO-K1 mHTR2A beta-arrestin complementation, luminescence; percent of 30 µM serotonin response | activation, % at 7.6 µM | 360,000 compounds, 0.66% hits;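 active means activation above a run cutoff, the mean activation of all tested compounds plus 3 SD, cut at about 14% in these data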;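 further: 0% = plate median of compound wells and 100% = 30 µM serotonin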
# H9c2 protect – myocardial damage modulation in H9c2 cells; H9c2 cardiomyocytes, H2O2 injury protection, ATPLite, 2 h; 360,000 compounds, 0.63% hits; protection from H2O2 cell death, % at 20 µM;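 active means compounds giving at least 50% protection of heart cells from peroxide-induced death in the single-dose screen, raw or plate-pattern-corrected value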;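 further: 0% = DMSO wells with peroxide and 100% = DMSO wells without peroxide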
# ABHD5-PLIN5 inh – inhibitors of human ABHD5-perilipin-5 interaction | inhibition, % at 4 µM | Q00G26+Q8WTS1 | 360,000 compounds, 0.78% hits | AID 602281 | Split G. princeps luciferase complementation, luminescence, 4 h;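 active means inhibition above the mean inhibition across every tested compound plus 3 SD, cut at about 22% in these data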;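 further: 0% = DMSO only wells and the 100% control is not disclosed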
# NCOA2 inhibitor – inhibits human steroid receptor coactivator 2 | HEK293 GAL4-SRC2 luciferase reporter, luminescence | 370,000 compounds, 0.17% hits | inhibition, % at 9 µM | Q15596;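 active means inhibition above the mean inhibition of all tested compounds plus 3 SD, set per campaign, cut at about 52% in these data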;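 further: 0% = DMSO treated cells and 100% = cells given Gossypol at 36 µM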
# NOD2 RIPK2 PPI – NOD2-RIPK2 protein interaction inhibition. CHO BLA complementation NOD2-RIPK2, CCF4 ratio. 360,000 compounds, 0.38% hits. AID 624267. inhibition, % at 4.98 µM; in the data active means inhibition above about 21%;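 further: 0% = vehicle only and 100% = reference blocker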
# Target sequence (O43353 whole entry, looked up): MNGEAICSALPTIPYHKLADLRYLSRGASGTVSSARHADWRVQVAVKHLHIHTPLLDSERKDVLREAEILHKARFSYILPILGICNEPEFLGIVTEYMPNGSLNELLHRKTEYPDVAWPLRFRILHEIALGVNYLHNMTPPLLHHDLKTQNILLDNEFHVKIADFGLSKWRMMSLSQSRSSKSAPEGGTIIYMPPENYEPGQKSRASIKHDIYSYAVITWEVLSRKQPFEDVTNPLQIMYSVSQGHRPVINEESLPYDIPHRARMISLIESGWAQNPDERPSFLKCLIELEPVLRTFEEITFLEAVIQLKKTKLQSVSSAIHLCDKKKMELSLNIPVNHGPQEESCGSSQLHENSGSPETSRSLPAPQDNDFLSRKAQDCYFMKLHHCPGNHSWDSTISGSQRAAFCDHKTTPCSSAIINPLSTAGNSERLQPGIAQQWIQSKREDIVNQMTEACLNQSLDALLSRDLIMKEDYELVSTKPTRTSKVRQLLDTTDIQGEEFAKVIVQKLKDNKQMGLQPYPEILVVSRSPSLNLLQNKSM
# ABCB6 inh 2 – blocks the human ABCB6 transporter; fluorescence ratio to DMSO, % at 10 µM; Q9NP58; AID 602162; 360,000 compounds, 0.19% hits; K562-ABCB6 porphyrin accumulation, flow cytometry, 1 h; hits give low values;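 active means fluorescence ratio to DMSO below 75%, the collection mean minus 3 SD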;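 further: signal is porphyrin accumulated inside mitochondria; 100% equals median channel fluorescence of DMSO control wells; lower ratio means ABCB6 inhibition with less porphyrin fluorescence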
# MC4R antag cAMP – blocks human MC4R cAMP signaling; P32245; 360,000 compounds, 0.48% hits; inhibition, % at 6.5 µM; MC4R-expressing cells, MTII-stimulated cAMP, LANCE TR-FRET;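 active means inhibition above its plate's cutoff, the mean of tested wells on that plate plus 3 SD, cut at about 29% in these data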;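 further: 0% = Melanotan II alone and 100% = Melanotan II plus saturating MCL0020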
#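 Assay system: U2OS cells stably expressing human melanocortin 4 receptor (MC4R) / Dosing: 6.5 µM / Timing: compound 30 min, challenge 1 h, detection 1 h / Measured by: Eu-cAMP/anti-cAMP TR-FRET, emission 671 nm / Replicates: singlicate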
# Starred values were filed as active, the others as inactive; · = no result given; & = joins results of further samples.
SMILES,MC4R ag barr,TLR9-MyD88 block,N-glyco inh,m5-HT2A agonist,H9c2 protect,ABHD5-PLIN5 inh,NCOA2 inhibitor,NOD2 RIPK2 PPI,ABCB6 inh 2,MC4R antag cAMP
COc1ccc(CC(=O)Nc2nnc(-c3cccc([N+](=O)[O-])c3)s2)cc1,-1.1,4,0,10,9,0,-17,-2,95,0
O=C(O)c1cc2cccc(S(=O)(=O)N3CCOCC3)c2cc1O,0.0,17,0,-1,2,2,-9,3,93,4
CC1(C(=O)NS(=O)(=O)c2ccccc2)CCN1C(=O)CC1CCCCC1 (stereo not given),-2.3,·,3,-3,3,-2,-15,-10,96,0
CCC(C)N1C(=O)CCC1C(=O)O (stereo not given),-1.9,6,3,-1,-2,8,2,2,103,23
CC(C)CC(=O)Nc1cc2nn(-c3ccccc3)nc2cc1Cl,-0.6,-11,1,6,-5,0,-14,-6,99,13
Cc1ccc(S(=O)(=O)N(C)C)cc1NC(=O)COC(=O)C1COc2ccccc2O1 (stereo not given),-2.1,-40,1,-1,5,2,-17,-1,92,4
COC(=O)c1ccc(C2c3c(oc4ccc(F)cc4c3=O)C(=O)N2CCO)cc1 (stereo not given),-0.2,-2,0,-2,4,-2,-1,3,94,14
CC(=O)Nc1ccc(NC(=O)CSc2nnnn2-c2ccc(F)cc2)cc1,0.0,3,-1,2,4,-5,13,7,103,19
Cc1ccc(C(=O)CSc2nnc(C(C)C)n2C)cc1C,-0.9,-1,0,4,-1,1,-34,0,99,-5
CCn1cc(C(=O)Nc2ccc(Cl)cc2Cl)cn1,0.7,1,2,-6,1,9,-31,-6,97,-5
CC(O)CN(Cc1cccc(Cl)c1)CC(C)O (stereo not given),-2.2,8,2,2,1,1,6,-3,101,5
Cc1ccc(-n2nc(C(=O)c3ccccc3)n3c(=O)cc(-c4ccccc4)nc23)cc1,-0.6,8,-5,-4,-12,-3,-3,-7,102,4
COC(=O)Cn1c(-c2ccc(OC)cc2)c(-c2ccc(OC)cc2)nnc1=O,-0.4,-2,2,1,-3,6,-14,-10,93,-1
O=C(Nc1nnc([C@H]2C[C@H](O)[C@@H](CO)O2)s1)c1cccc(OC(F)(F)F)c1,0.2,·,1,3,1,-1,-15,-5,96,-2
C/C(=N\NC(=O)Cc1cccn1C)c1ccc([N+](=O)[O-])cc1,-1.7,·,1,3,-4,1,-3,-10,97,-3
CC1CCN(c2ccc3c(c2)S(=O)(=O)c2cccc(C(=O)NC4CC4)c2C3=O)CC1,0.5,4,2,2,-7,4,-40,4,104,-3
Cc1cc(/C=C2\SC(=S)NC2=O)c(C)n1C1CC1,-1.9,6,3,3,-11,2,-33,-6,105,-4
Brc1ccc(-c2cn3ccccc3n2)cc1,3.0,5,-14,3,-18,-1,-72,1,97,11
Cc1cc2cc3c(cc2nc1SCC(=O)OC(C)C)OCCO3,-1.5,-14,2,-4,-4,-6,-3,1,98,-5
CS(=O)(=O)N1CCN(Cc2ccccc2C(F)(F)F)CC1,-1.7,1,1,1,-6,-4,-7,0,99,4
CCN1CCN(Cc2ccc(NC(=O)c3cc(NC(=O)N4CCNC4=O)cc(OC)c3)cc2C(F)(F)F)CC1,-1.4&-1.1,-1&-3,-3&-3,-4&-2,-19&14,14&10,20&1,-11&-2,98&99,-3&-1
Cc1ccc(NS(=O)(=O)c2c(C)ccc3nsnc23)c([N+](=O)[O-])c1,-1.3,-1,0,-6,-4,-6,4,6,106,1
C=CCn1c(NCc2ccc3c(c2)OCO3)nc2ccccc21,1.6,-5,-4,-1,-11,1,-40,-7,104,1
CN(C(=O)c1cccc(NC(=O)Cc2ccc(NC(=O)C3CCCN(C(=O)C4CCCCC4)C3)cc2)c1)C1CCCCC1 (stereo not given),1.2,-19,-2,8,-16,4,13,-11,101,-3
Cc1cccc(N(Cc2ccccc2)C(=O)c2ccc(C)c(S(=O)(=O)N3CCOCC3)c2)c1,0.0,-13,-5,-6,18,-9,5,14,99,16

# Going on with the list.
SMILES,MC4R ag barr,TLR9-MyD88 block,N-glyco inh,m5-HT2A agonist,H9c2 protect,ABHD5-PLIN5 inh,NCOA2 inhibitor,NOD2 RIPK2 PPI,ABCB6 inh 2,MC4R antag cAMP
COc1ccccc1/C=C/CN1CCCC(CO)(Cc2cccc(Cl)c2)C1 (stereo not given),0.8,-4,3,-8,2,12,-17,-3,98,7
C=CCNCCCCOc1ccccc1,0.6,-11,-5,6,6,-3,-7,-4,102,18
Cc1cc(C(=O)N2CCN(c3ccccc3)CC2)c(C)o1,2.2,-3,2,6,5,15,-4,-20,88,-6
COc1ccc(NC(=O)CN(Cc2ccccc2)S(C)(=O)=O)c(OC)c1,-2.7,3,2,-2,-2,5,7,-6,99,9
O=C(c1cc(F)c(F)c(F)c1F)N1CCN(Cc2ccc3c(c2)OCO3)CC1,-0.9,10,-2,3,-6,-2,23,-6,88,-3
Cc1cc(C)n(C(=O)COc2ccc([N+](=O)[O-])cc2)n1,0.3,7,3,-1,4,-1,-10,5,99,11
O=C(O)CSCc1nc2cccnc2n1C1CCCCC1,-0.7,0,0,-3,-4,12,-26,-4,102,4
COc1ccc(NC(=O)COc2ccc(N(C)S(=O)(=O)c3ccc(Cl)cc3)cc2)cc1,-2.3,1,-6,-5,-13,-8,18,10,93,10
COCCSc1ccccc1C(=O)NCC1CCCO1 (stereo not given),0.4,8,1,-2,8,-7,-1,1,100,24
COc1ccc(-c2nnc3ccc(SCC(=O)N4CCCCCC4)nn23)cc1OC,0.2,-3,1,5,5,4,-20,-9,95,14
CC(C)(C)[C@H]1C=C(C(=O)NCc2ccccc2)O[C@@H](OCCCCO)C1,2.8,-4,1,-1,0,-11,-7,-1,100,5
COc1cc(-c2cc(-c3ccccc3)nc(SCC(=O)Nc3nccs3)c2C#N)cc(OC)c1OC,11*,8,-1,3,-4,1,-4,3,101,-12
CCC(C)[C@H](NC(=O)Nc1ccc(Oc2ccccc2)cc1)C(=O)O (stereo not given in full),-2.5,-6,1,-2,1,-1,-17,-3,101,7
CC(=O)Nc1ccc(NC(=O)c2c(C)nn(-c3ccccc3)c2Cl)cc1C,-3.2,-6,-2,1,-8,-2,-10,-8,95,14
O=C(Cc1cccs1)Nc1ccc(S(=O)(=O)Nc2ncccn2)cc1,3.6,-1,2,-1,-5,-8,-5,4,109,7
O=C(COC(=O)CCc1ccc(S(=O)(=O)N2CCOCC2)cc1)NC1CCCCCC1,-3.0,-3,1,0,-7,0,2,-8,98,20
CCC1C/C(=C/c2cccs2)C(=O)/C(=C/c2cccs2)C1 (stereo not given),-0.7,-5,-3,-6,-5,-16,20,11,90,3
COc1cccc(N2C(=O)Nc3ccc(Br)cc3C2(O)C(=O)NCCCOC(C)C)c1 (stereo not given),0.2,-7,0,2,19,-10,-28,-5,97,18
O=S(=O)(c1cnc[nH]1)N1CCN(c2ccc(Cl)cc2)CC1,-0.9,2,3,-5,-16,6,9,0,99,0
Nc1nnn(-c2ccccc2)c1-c1ccccc1,0.5,1,-1,-6,-6,-2,-22,-7,100,1
COc1ccc(-c2nn(-c3ccccc3C)cc2CNC(C)Cn2cncn2)cc1F (stereo not given),-1.8,-8,0,-6,-3,1,18,2,101,9
CSc1ncc(CN2CCC(C(=O)Nc3cccc(-c4cscn4)c3)CC2)cn1,-2.1,-1,0,-5,9,-3,4,-4,84,-2
CCCCN(C(=O)c1ccco1)C1CCS(=O)(=O)C1 (stereo not given),-3.2,5,0,4,-1,14,6,-2,99,4
CCOC(=O)c1ccc(NC(=O)c2ccnn2C)cc1,0.8,2,3,1,4,2,-15,-1,93,-4
O=C(c1cc(Cl)nc2ccccc12)N1CCCCC1,0.8,3,3,0,6,-9,20,5,99,7

# 11 entries from above in another layout.
Structure	MC4R ag barr	TLR9-MyD88 block	N-glyco inh	m5-HT2A agonist	H9c2 protect	ABHD5-PLIN5 inh	NCOA2 inhibitor	NOD2 RIPK2 PPI	ABCB6 inh 2	MC4R antag cAMP
O=C(Cc1cccs1)Nc1ccc(S(=O)(=O)Nc2ncccn2)cc1	3.6	-1	2	-1	-5	-8	-5	4	109	7
O=C(COC(=O)CCc1ccc(S(=O)(=O)N2CCOCC2)cc1)NC1CCCCCC1	-3.0	-3	1	0	-7	0	2	-8	98	20
CCC1C/C(=C/c2cccs2)C(=O)/C(=C/c2cccs2)C1 (stereo not given)	-0.7	-5	-3	-6	-5	-16	20	11	90	3
COc1cccc(N2C(=O)Nc3ccc(Br)cc3C2(O)C(=O)NCCCOC(C)C)c1 (stereo not given)	0.2	-7	0	2	19	-10	-28	-5	97	18
O=S(=O)(c1cnc[nH]1)N1CCN(c2ccc(Cl)cc2)CC1	-0.9	2	3	-5	-16	6	9	0	99	0
Nc1nnn(-c2ccccc2)c1-c1ccccc1	0.5	1	-1	-6	-6	-2	-22	-7	100	1
COc1ccc(-c2nn(-c3ccccc3C)cc2CNC(C)Cn2cncn2)cc1F (stereo not given)	-1.8	-8	0	-6	-3	1	18	2	101	9
CSc1ncc(CN2CCC(C(=O)Nc3cccc(-c4cscn4)c3)CC2)cn1	-2.1	-1	0	-5	9	-3	4	-4	84	-2
CCCCN(C(=O)c1ccco1)C1CCS(=O)(=O)C1 (stereo not given)	-3.2	5	0	4	-1	14	6	-2	99	4
CCOC(=O)c1ccc(NC(=O)c2ccnn2C)cc1	0.8	2	3	1	4	2	-15	-1	93	-4
O=C(c1cc(Cl)nc2ccccc12)N1CCCCC1	0.8	3	3	0	6	-9	20	5	99	7

# Next compounds
SMILES,MC4R ag barr,TLR9-MyD88 block,N-glyco inh,m5-HT2A agonist,H9c2 protect,ABHD5-PLIN5 inh,NCOA2 inhibitor,NOD2 RIPK2 PPI,ABCB6 inh 2,MC4R antag cAMP
CCN(C(=O)COC(=O)CCC1CCCC1)c1c(N)n(Cc2ccccc2)c(=O)[nH]c1=O,0.5,5,0,1,-3,7,-4,-10,94,4
COC(=O)CN1C(=O)C2(OCCCO2)c2ccccc21,-0.7,-5,3,5,-1,0,3,-6,94,1
C#CCN(C[C@H]1[C@H](OC(=O)NCCCCCC)[C@H](OC(=O)NCCCCCC)C[C@@H](C(=O)OC)[C@H]1C(=O)OC)S(=O)(=O)c1ccc(C)cc1,4.8,2,0,3,-12,4,5,6,102,12
COC(=O)C1=C(C(=O)OC)[C@@H]2N(C)c3ccccc3[C@@]23C[C@@H](C(=O)OC)N(C(=O)CC(C)C)C3=N1,1.1,-12,1,-1,10,0,10,0,100,15
COc1ccc(NC2CCCN(C(=O)COc3ccc(Cl)cc3C)C2)cc1OC (stereo not given),-1.2,-5,-2,-2,-3,-5,-3,-16,98,0
C/C(CC(=O)NCc1ccccc1)=N\NC(N)=S,2.4,5,0,4,6,0,-9,-5,98,15

# Source: PubChem BioAssay

# This is a subset; count on the stated rates, not on these rows.
